NPC1 promoter act: qHTS Assay for NPC1 Promoter Activators. Huh7 NPC1 promoter luciferase reporter, 24 h. Potency, µM (top dose mostly 9.22 µM), for inactives: top-dose activation, hits mostly activators. 320,000 tested, 2.4% active. AID 485313, 2010;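 also: potency is read from the fitted curve at half-maximal effect; % of control where 0% means no effect; nearly all actives have a fitted effect of over 60% in size; reporter is driven by a mutant NPC1 promoter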
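Luciferase expression driven by the NPC1 promoter was measured in stably transfected Huh7 cells after a 24 h compound incubation, using a luciferase reagent and a luminescence read.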
Mito fusion act: qHTS Assay for Small Molecule Inhibitors of Mitochondrial Division or Activators of Mitochondrial Fusion; Potency, µM (doses to about 46.1 µM), without a hit: at the highest dose growth rescue (activation), usual class: activators; 320,000 tested, 0.23% active; S. cerevisiae fusion-defective mutant growth rescue, CellTiterGlo 48 h;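 also: potency is read from the fitted curve at half-maximal effect; % of control where 0% means no effect; nearly all actives have a fitted effect of over 45% in size; temperature-sensitive fusion mutants such as fzo1-1 at 37 °C on non-fermentable ethanol glycerol medium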
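S. cerevisiae fusion-defective temperature-sensitive mutants (e.g. fzo1-1, mgm1-5) grown 48 h at 37C in YPEG (ethanol/glycerol non-fermentable) medium with 23 nl compound per well; growth rescue read as CellTiterGlo luminescence.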
ELG1 DNA repair: qHTS screen for small molecules that inhibit ELG1-dependent DNA repair in human embryonic kidney (HEK293T) cells expressing luciferase-tagged ELG1 | Potency, µM (highest dose often 46.1 µM), for inactives: at the highest dose activity change, negative = inhibition, actives largely listed as inhibitors | 330,000 tested, 2.3% active | HEK293T ELG1-luciferase reporter, luminescence, 16 h; DNA damage induced by 5-fluorouridine; also: potency is read from the fitted curve at half-maximal effect; % is scaled to controls: 0 for no effect and ±100 for the full control effect; nearly all actives have a fitted effect of over 55% in size
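HEK293T cells expressing luciferase-tagged ELG1 (2,000/well) received 5-Fluorouridine plus compound or DMSO for 16 hr at 37 °C. Luciferase was read by ONE-Glo luminescence after 30 min at room temperature.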
MBNL1-CUG inh: qHTS Assay for Inhibitors of MBNL1-poly(CUG) RNA binding | TR-FRET MBNL1-His/biotin-(CUG)12 binding, 665/545 ratio | 280,000 tested, 0.036% active | Muscleblind-like protein 1 (Homo sapiens), Q9NR56 | AID 2675, 2010 | Potency, µM (doses to about 57.5 µM), without a hit: top-dose activity change, negative = inhibition, hits mostly inhibitors; active = well fitted inhibition curve with a large enough effect in the signal ratio, with a control signal flat, not every such curve was filed as active; inconclusive = small, poorly fitted or top-dose-only effect, or effect the other way, or a change in a side signal; inactive = no such curve, though single readings can be large or run the other way; the % refers to the signal ratio; also: potency is read from the fitted curve at half-maximal effect; % is scaled to controls: 0 for no effect and ±100 for the full control effect
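Ratiometric TR-FRET (665 over 545 nm, excitation 340 nm) tracks disruption of MBNL1-His/biotin-(CUG)12 complex after 60 min at room temperature, with compounds at 92 nM to 58 uM final.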
Gal4-VP16 FLuc: VP16 counterscreen qHTS for inhibitors of ROR gamma transcriptional activity; Drosophila S2 Gal4-VP16 UAS-luciferase, luminescence, 20 h; Potency, µM (highest dose often 53.6 µM), inactives show at the top dose activity, negative = inhibition, usual class: inhibitors; 310,000 tested, 3.5% active; AID 2546, 2010;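 also: Gal4-VP16 expression switched on by copper sulfate through the metallothionein promoter; potency is read from the fitted curve at half-maximal effect; % is scaled to controls: 0 for no effect and ±100 for the full control effect; nearly all actives have a fitted effect of over 50% in size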
PKM2 act: qHTS Assay for Activators of Human Muscle isoform 2 Pyruvate Kinase. Pyruvate kinase PKM (Homo sapiens), P14618. purified PKM2, Kinase-Glo ATP luminescence, activation; response scale: 0% is enzyme alone, no compound. Potency, µM (highest dose often 57.5 µM), for inactives: at the highest dose activation, actives largely listed as activators. 260,000 tested, 0.34% active. AID 1631, 2009; also: potency is read from the fitted curve at half-maximal effect; % is scaled to controls: 0 for no effect and ±100 for the full control effect; nearly all actives have a fitted effect of over 55% in size
Target sequence (P14618 whole entry, looked up, canonical isoform): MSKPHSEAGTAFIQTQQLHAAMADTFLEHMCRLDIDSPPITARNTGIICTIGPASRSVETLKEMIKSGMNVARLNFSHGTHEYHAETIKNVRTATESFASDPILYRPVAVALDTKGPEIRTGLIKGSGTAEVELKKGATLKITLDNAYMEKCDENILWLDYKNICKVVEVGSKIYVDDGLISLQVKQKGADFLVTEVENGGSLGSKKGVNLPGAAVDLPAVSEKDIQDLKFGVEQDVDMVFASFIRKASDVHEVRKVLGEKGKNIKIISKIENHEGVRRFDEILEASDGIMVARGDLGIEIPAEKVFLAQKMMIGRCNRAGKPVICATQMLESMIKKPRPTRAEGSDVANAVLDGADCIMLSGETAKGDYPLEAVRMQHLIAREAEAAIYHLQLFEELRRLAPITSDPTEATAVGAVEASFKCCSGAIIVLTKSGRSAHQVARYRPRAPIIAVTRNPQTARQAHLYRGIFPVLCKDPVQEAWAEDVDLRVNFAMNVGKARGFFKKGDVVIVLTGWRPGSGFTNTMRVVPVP
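Purified hPK-M2 (>95% pure) converted ADP (0.1 mM final) to ATP with 0.5 mM PEP in 50 mM imidazole pH7.2, KCl, MgCl2, Tween 20, BSA; 1 h at room temperature. ATP detected by Kinase-Glo luminescence.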
KCNH2 3.1 block: qHTS for Inhibitors of KCHN2 3.1: Mutant qHTS; activity change, % (tested at about 1.8 µM); 340,000 tested, 0.95% active; Potassium voltage-gated channel subfamily H member 2, brain isoform KCNH2 3.1 (human); U2OS KCNH2 3.1, thallium flux FluxOr; stronger effect = lower value;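 active = maximum activity change below -70%; inconclusive = maximum activity change from -70% to -50%; inactive = maximum activity change above -50%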;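 also: thallium influx rate constant from kinetic fluorescence after stimulation buffer; % is scaled to controls: 0 for no effect and ±100 for the full control effect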
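We transduce U2OS cells with the mutant 3.1 virus, culture them overnight, load FluxOr with Red40 quencher for 45 min, then add stimulation buffer and read kinetically for 2 min to derive a normalized rate constant.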
Rab9 prom act: qHTS Assay for Rab9 Promoter Activators; 320,000 tested, 2.8% active; Huh7 Rab9 promoter-luciferase reporter, luminescence, 24 h; Potency, µM (doses to about 9.22 µM), for the others: top-dose activation, negative = inhibition, most hits filed as activators; also: potency is read from the fitted curve at half-maximal effect; % of control where 0% means no effect; nearly all actives have a fitted effect of over 60% in size
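Promoter activation is measured as luciferase luminescence in Huh7 cells stably transfected with a Rab9 promoter–luciferase construct, following 24 h compound exposure at 37 °C and 10 min reagent incubation at ambient temperature.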
Menin-MLL TR inh: qHTS Assay for Inhibitors Targeting the Menin-MLL Interaction in MLL Related Leukemias: Competition With Texas Red Labeled MLL-derived Mutant Peptide; O00255; Menin + Texas Red MLL mutant peptide, fluorescence polarization; Potency, µM (highest dose often 61.6 µM), without a hit: at the top dose FP activity change, negative = inhibition, usual class: inhibitors; 270,000 tested, 0.23% active; AID 1768, 2009; active = well fitted inhibition curve with a large enough effect in the polarisation, with a control signal flat, not every such curve was filed as active; inconclusive = small, poorly fitted or top-dose-only effect, or effect the other way, or a change in a side signal; inactive = no such curve, though single readings can be large or run the other way; the % refers to the polarisation; also: potency is read from the fitted curve at half-maximal effect; % of control where 0% means no effect; many of its hits are not listed in these tables
Target sequence (O00255 whole entry, looked up): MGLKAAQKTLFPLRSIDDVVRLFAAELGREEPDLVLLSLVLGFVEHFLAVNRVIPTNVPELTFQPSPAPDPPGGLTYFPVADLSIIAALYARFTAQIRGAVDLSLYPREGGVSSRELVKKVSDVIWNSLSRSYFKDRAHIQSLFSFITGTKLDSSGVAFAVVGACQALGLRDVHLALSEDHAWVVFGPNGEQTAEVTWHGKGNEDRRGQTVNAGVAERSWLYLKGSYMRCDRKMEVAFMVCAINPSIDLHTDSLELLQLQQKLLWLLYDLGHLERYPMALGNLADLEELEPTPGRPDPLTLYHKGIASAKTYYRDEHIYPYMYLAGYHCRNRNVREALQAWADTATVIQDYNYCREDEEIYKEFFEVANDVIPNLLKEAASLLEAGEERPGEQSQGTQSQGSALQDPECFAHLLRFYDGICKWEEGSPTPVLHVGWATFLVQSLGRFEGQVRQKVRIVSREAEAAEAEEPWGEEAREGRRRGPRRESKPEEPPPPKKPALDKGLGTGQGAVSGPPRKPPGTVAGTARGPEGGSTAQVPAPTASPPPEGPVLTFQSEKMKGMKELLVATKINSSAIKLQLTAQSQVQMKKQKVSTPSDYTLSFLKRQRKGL
FLuc modulator: qHTS profiling assay for firefly luciferase inhibitor/activator using purifed enzyme and Km concentrations of substrates (counterscreen for miR-21 project); AID 588342, 2011; purified FLuc, Km substrates, luminescence inhibition; 360,000 tested, 6.9% active; Luciferin 4-monooxygenase (Photinus pyralis), P08659; Potency, µM (series often up to 57.5 µM), inactives show top-dose activity change, negative = inhibition, hits mostly inhibitors;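 also: potency is read from the fitted curve at half-maximal effect; plate controls were vehicle for no effect and reference inhibitor for full effect; nearly all actives have a fitted effect of over 55% in size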
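Biochemical qHTS of compounds, final roughly 60 µM downward over six points, against 10 nM purified firefly luciferase using Km concentrations of substrates (10 uM D-luciferin, 10 uM ATP) in Tris acetate pH 7.5 buffer; luminescence output.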
RORgamma inh: qHTS for inhibitors of ROR gamma transcriptional activity. Nuclear receptor ROR-gamma (Mus musculus), P51450. Drosophila S2 Gal4-RORgamma UAS-luciferase reporter, 20 h. Potency, µM (titrated, usually from 53.6 µM), for the others: top-dose activity change, negative = inhibition, hits mostly inhibitors. 310,000 tested, 5.4% active; also: potency is read from the fitted curve at half-maximal effect; % is scaled to controls: 0 for no effect and ±100 for the full control effect; nearly all actives have a fitted effect of over 60% in size
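Compounds are pin-transferred onto Drosophila Schneider cells expressing a copper-inducible Gal4–ROR gamma transactivation domain fusion. After 1 hr, copper sulfate is added to 700 uM final; luciferase is read 20 hr later.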
* marks the source's active call; other numbers are inactive results; ? = inconclusive; nt = no result given; [ ] = dose if it differs, or a comment. Unless noted, calls follow the shape of the dose curve; as a rule, active = well fitted curve in the direction sought with a large enough effect; inconclusive = small, poorly fitted or top-dose-only effect, or another doubt; inactive = no such curve, though single readings can be large; an effect the other way counts as inactive or inconclusive. Only part of the results is shown; the hit share may differ from the screen's.

SMILES	NPC1 promoter act	Mito fusion act	ELG1 DNA repair	MBNL1-CUG inh	Gal4-VP16 FLuc	PKM2 act	KCNH2 3.1 block	Rab9 prom act	Menin-MLL TR inh	FLuc modulator	RORgamma inh
Cc1n(CC(=O)c2ccc(F)cc2)c2ccccc2[n+]1C	-4%	-3%	-17%	2%	4%	-3%	5	-5%	-13%	-1%	19%
O=C(Nc1nc(-c2nc3ccccc3s2)cs1)C1CC1	1.4µM*	17%	?	56%[activator]	?	23%	-16	0.71µM*	?	3µM*	5.6µM*
CC[C@H](C)[C@@H](CN[C@H](C)CNC)NCCC(c1ccccc1)c1ccccc1	13%	-9%	13%	-3%	0%	2%	-3	-4%	0%	2%	?
O=C(N1CCN(c2ccc(F)cc2)CC1)C12CC3CC(CC(C3)C1)C2	-1%	-3%	?	1%	-10%	4%	-12	3%	-18%	1%	-12%
CCNC(=S)N/N=C(\C)c1ccco1	-2%	2%	14%	nt	13µM*	-4%	19	-3%	-14%	-3%	4µM*
O=[N+]([O-])c1ccccc1-n1cnc2ccccc21	-1%	1%	0%	?	-5%	-22%	6	-6%	23%	-2%	-25%
CCSc1nnc(NC(=O)c2nc(-c3ccccc3)n(-c3ccccc3)n2)s1	1%	-24%	-23%	7%	?	-3%	-2	2%	-2%	3%	?
CCN(CC)C(=O)C1CCC(C)(C(=O)O)C1(C)C (stereo unspecified)	5%	3%	6%	0%	1%	0%	-18	7%	-16%	-2%	-6%
COc1ccc(S(=O)(=O)NCC2CCC(C(=O)NCc3ccc(F)cc3)CC2)cc1 (stereo unspecified)	0%	-2%	-4%	0%	4%	nt	-7	-2%	27%	-2%	-2%
OCCC1CN(Cc2cnn(-c3ccccc3Cl)c2)CCN1Cc1ccsc1 (stereo unspecified)	-6%	1%	0%	-4%	5%	3%	0	-2%	-16%	-2%	0%
COc1ccc(CCNc2cc(C)nc3c(-c4ccccc4)c(C)nn23)cc1OC	0%	?	21µM*	-8%	-6%	-8%	-28	3%	3%	-2%	1%
CCn1c(-c2cc(-c3cc(OC)ccc3OC)nc3ccccc23)n[nH]c1=S	-1%	0%	6.5µM*	3%	-17%	-6%	-18	-6%	-2%	-1%	8.9µM*
CSCCC(NS(=O)(=O)c1ccccc1)C(=O)Nc1nccs1 (stereo unspecified)	-4%	1%	?	nt	nt	nt	-26	3%	nt	5%	nt
O=C(c1cccc(Br)c1)N1CCN(C(=O)N2CCOCC2)CC1	1%	-4%	6%	-10%	-3%	-3%	-19	-3%	14%	2%	5%
Cc1nc(NCCN2CCOCC2)c2nnn(Cc3ccccc3Cl)c2n1	10%	4%	?	-4%	-21%	7%	15	10%	-4%	11%	1%
COCCSc1nnc(NC(=O)CS(=O)(=O)c2ccccc2)s1	-2%	9%	-7%	-2%	2%	0%	6	-2%	-12%	0%	-29%
O=C(O)CCCNc1ccc(S(=O)(=O)N2CCCCC2)cc1	-3%	?	16%	-8%	4%	-7%	26	-14%	4%	-3%	-7%
Cc1ccc(-c2nn(CC(=O)NCc3ccccn3)c(=O)c3ccccc23)cc1S(=O)(=O)N(C)C	1%	0%	-7%	-5%	-4%	0%	-10	-2%	-3%	-2%	-7%
C/C(=N/NC(=O)c1ccc(Cl)s1)c1ccc(NC(=O)COc2ccc(Cl)cc2)cc1	2%	-3%	16%	7%	-3%	1%	-14	-1%	?	-1%	?
Cc1nnc(NCc2ccncc2)c2ccccc12	1%	2%	-7%	0%	-3%	-15%	-1	0%	nt	-3%	39%
CC(C)NC(=O)COCc1cc(-c2ccc3c(c2)OCO3)on1	10%	-23%	?	-6%	15%	nt	-10	20%	-11%	?	24%
CNc1ncc(C(=O)c2ccc(Cl)c(Cl)c2)s1	3.5µM*	-5%	?	?	?	0%	-4	?	4%	?	19%
COc1ccc(S(=O)(=O)Nc2ccc(-c3ccc4nnc(C)n4n3)cc2)c(OC)c1	-3%	-1%	?	nt	nt	nt	23	?	nt	2%	nt
C=C(C)CNC(=S)N=Nc1c(O)[nH]c2ccc([N+](=O)[O-])cc12	-4%	11%	?	?	13µM*	6%	-34	-6%	?	-1%	2.5µM*
COCCn1c(SCC(=O)Nc2cc(OC)ccc2OC)nc2c(c1=O)SC(C)C2 (stereo unspecified)	-4%	1%	-7%	7%	5%	1%	24	0%	nt	-2%	7%
CC1CCN(CCCNC(=O)C2CCC(CNS(=O)(=O)c3cccc4nsnc34)CC2)CC1 (stereo unspecified)	-2%	0%	8%	?	-5%	nt	-40	-2%	nt	1%	-16%
Cc1cc(NC(=O)CSc2nnc(C(C)N(C)C)n2-c2ccc(F)cc2)no1 (stereo unspecified)	0%	-1%	-8%	-4%	-12%	-1%	-11	1%	-5%	-2%	26%
NS(=O)(=O)c1ccc(CCNC(=O)C(=O)c2c[nH]c3ccccc23)cc1	1%	-2%	-16%	nt	-13%	1%	-2	-3%	6%	-2%	?
O=C(CCNS(=O)(=O)c1cccc2nonc12)NC1CCCCCC1	-2%	-2%	-5%	?	16%	-1%	8	-2%	3%	-2%	12%
O=C(NN1C(=O)C2C(C1=O)C1C=CC2C12CC2)c1ccccc1 (stereo unspecified)	3%	-1%	6%	2%	-18%	1%	14	0%	3%	6%	35%
COc1cc(OC)c(C2C(C#N)=C(N)OC3=C2C(=O)CC(C)(C)C3)cc1OC (stereo unspecified)	3%	3%	-6%	-6%	0%	5%	12	-7%	35%[activator]	3%	-3%
Cc1ccc(-c2nn(-c3ccccc3)cc2CO)o1	?	3%	?	1%	-5%	22%	-14	?	0%	12µM*	-29%
CCCn1c(SCC(=O)Nc2ccccc2Cl)nc(O)cc1=O	11%	5%	-2%	nt	nt	nt	3	-2%	nt	2%	nt
CC(C)(C)SC(=O)CC1NS(=O)(=O)OCC1NC(=O)OCC(Cl)(Cl)Cl (stereo unspecified)	-6%	2%	8%	-1%	-8%	-10%	-1	-4%	-11%	0%	-14%
CCC(C)NC(=O)CSc1ccc(NC(C)=O)cc1 (stereo unspecified)	0%	-1%	0%	-1%	1%	9%	12	-1%	1%	6%	-1%
CCC1(c2ccccc2)NC(=O)N(CC(=O)c2ccc3c(c2)OCO3)C1=O (stereo unspecified)	-1%	-12%	9%	nt	nt	nt	-18	3%	nt	3%	nt
Cc1ccc(C(=O)c2c(NC(=O)c3ccccc3)sc(C)c2C)cc1	1%	3%	-3%	?	-4%	-4%	-3	0%	2%	?	-9%
COc1ccc(NC(=O)N2CCN(c3cccc(C(F)(F)F)c3)CC2)cc1OC	2%	-3%	?	-4%	?	8%	6	8%	-1%	-5%	36%
CCc1sc(NC(=O)C(C)C)nc1-c1ccccc1	-2%	-1%	-4%	2%	13%	6%	4	-4%	17%	-2%	?
Cc1ccc(NC(=O)NNC(=O)C2CC(c3cccnc3)=NO2)cc1 (stereo unspecified)	1%	4%	7%	-4%	-15%	-1%	-2	nt	?	0%	5%
Cc1cc(CN2CCOCC2)c(O)c(C2(C)CCCCC2)c1	-1%	-13%	9%	4%	-6%	5%	1	0%	?	-2%[2.3 µM]	-10%
COC(=O)C1=C(C)N(c2ccc(OC)c(OC)c2)C(=O)/C1=C\c1ccco1	0%	-4%	?	15%	4%	3%	-23	-7%	6%	1%	?
O=c1c2c([nH]c3ccccc13)CCCCCC2	-1%	5%	-15%	6%	-14%	-9%	-15	1%[1.84 µM]	-5%	-10%	26%
CCOC(=O)C1=CC[C@H]2c3c(c4ccc(OC)cc4n3C)C(=O)C1N2S(=O)(=O)c1ccc(C)cc1	-12%	-11%	-11%	nt	nt	nt	-5	-4%	nt	-6%	nt

Screening data as filed in PubChem.
